DT40 TDP1 no CPT: qHTS for Inhibitors of human tyrosyl-DNA phosphodiesterase 1 (TDP1): qHTS in cells in absence of CPT; Potency, µM (doses to about 46.2 µM), for inactives: top-dose activity change, negative = growth inhibition, hits mostly inhibitors; 420,000 compounds, 15% hits; DT40 Tdp1-/- hTDP1 cells, no CPT, ATP luminescence, 48 h; note: nearly all actives have a fitted effect of over 55% in size
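Seeded 400 DT40-hTDP1 cells/well (vehicle DMSO, no 20 nM CPT); pinned compounds; ≥48 hr at 37 °C; CellTiter-Glo luminescence as viability measure.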
GCN5L2 inh: qHTS Assay for Inhibitors of GCN5L2; Potency, µM (top dose mostly 58.9 µM), inactives show at the highest dose activity change, negative = inhibition, most hits filed as inhibitors; 390,000 compounds, 0.21% hits; Histone acetyltransferase KAT2A (Homo sapiens), Q92830; GCN5L2 HAT assay, ThioGlo1 CoA-SH fluorescence
Target sequence (Q92830 whole entry, looked up): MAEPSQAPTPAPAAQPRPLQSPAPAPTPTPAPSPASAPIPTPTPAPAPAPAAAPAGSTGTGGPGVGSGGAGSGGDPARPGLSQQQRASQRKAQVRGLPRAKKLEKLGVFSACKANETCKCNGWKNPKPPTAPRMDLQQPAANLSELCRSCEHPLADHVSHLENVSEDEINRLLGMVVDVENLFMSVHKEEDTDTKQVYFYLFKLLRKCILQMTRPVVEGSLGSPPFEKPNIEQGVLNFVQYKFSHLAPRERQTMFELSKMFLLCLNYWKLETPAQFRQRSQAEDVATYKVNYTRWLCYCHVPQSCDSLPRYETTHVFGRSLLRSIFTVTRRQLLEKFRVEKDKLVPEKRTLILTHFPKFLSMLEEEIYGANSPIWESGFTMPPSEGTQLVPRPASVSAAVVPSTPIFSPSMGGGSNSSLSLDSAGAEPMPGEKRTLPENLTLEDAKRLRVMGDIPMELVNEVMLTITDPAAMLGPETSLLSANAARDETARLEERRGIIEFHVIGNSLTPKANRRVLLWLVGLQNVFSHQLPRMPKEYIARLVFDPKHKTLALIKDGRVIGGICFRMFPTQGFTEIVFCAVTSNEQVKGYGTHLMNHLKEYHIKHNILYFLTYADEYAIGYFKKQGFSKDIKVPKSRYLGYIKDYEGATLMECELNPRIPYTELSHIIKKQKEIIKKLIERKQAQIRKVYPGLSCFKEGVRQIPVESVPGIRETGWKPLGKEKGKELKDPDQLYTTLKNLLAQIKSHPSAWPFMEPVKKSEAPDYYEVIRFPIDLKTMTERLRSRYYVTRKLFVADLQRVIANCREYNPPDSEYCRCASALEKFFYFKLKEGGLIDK
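Fluorescence readout, Ex340nm/Em540nm: ThioGlo1 (50uM final) reacts with free CoA thiol released as 20nM GCN5L2 acetylates H3(1-25) peptide (75uM) using acetyl-CoA (70uM). Compound and enzyme sat 15 min beforehand; 20 min room-temperature reaction.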
DT40 TDP1 CPT: qHTS for Inhibitors of human tyrosyl-DNA phosphodiesterase 1 (TDP1): qHTS in cells in presence of CPT. chicken DT40 Tdp1-/-;hTDP1 cells + 20 nM CPT, ATP luminescence, 48 h. Potency, µM (highest dose often 46.2 µM), inactives show at the highest dose activity change, negative = growth inhibition, actives largely listed as inhibitors. 420,000 compounds, 12% hits. AID 686979, 2013; note: nearly all actives have a fitted effect of over 55% in size
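Cell growth measured by CellTiter-Glo luminescence after a minimum 48 h, 37 C compound exposure with 20 nM CPT in Tdp1-knockout DT40 cells stably expressing hTDP1, seeded 400/well; qHTS titration format.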
The depositor's hits bear a star; u = inconclusive; x = not tested or not shown; [ ] = remark or other dose. Calls come from the whole dose curve; as a rule, active = well fitted curve in the direction sought with a large enough effect; inconclusive = small, poorly fitted or top-dose-only effect, or another doubt; inactive = no such curve, though single readings can be large; an effect the other way counts as inactive or inconclusive. % is set by controls: 0 for no effect and ±100 for the full control effect; potency is the fitted concentration of half-maximal effect. Compounds as they come; any-hit rate near 18%.

smiles | DT40 TDP1 CPT | GCN5L2 inh | DT40 TDP1 no CPT
C=CCC(C(=O)OC)(C(=O)OC)c1ccc([N+](=O)[O-])cc1[N+](=O)[O-] | -2% | -9% | -16%
CCC1(C)Cc2c(sc3nnn(CC(=O)Nc4ccc(Cl)cc4)c(=O)c23)CO1 (stereo not given) | -25% | -14% | u
N#Cc1cccc(NC(=O)CSc2ccccc2)c1 | 1% | -5% | -9%
CN(Cc1ccccc1F)C(=O)CN1CCN(S(=O)(=O)c2ccc3c(c2)OCCCO3)CC1 | u | -1% | u
CCN(CC)CCCNC(=O)C1CCN(C(=O)c2cc3sccc3n2Cc2ccc(F)cc2)CC1 | -21% | -6%[0.501 µM] | -16%
Cc1ccc(S(=O)(=O)N2C[C@]3(O)C[C@@H]4C(=O)N(c5ccccc5)C(=O)[C@@H]4C[C@]3(OC(=O)NC3CC3)C2)cc1 | -6% | x | u
O=C(CSc1nnnn1-c1ccccc1)Nc1ncc(Cc2ccccc2Cl)s1 | 8% | 2% | 5%
O=C(Oc1cccc2cccnc12)c1cccc([N+](=O)[O-])c1 | 0.92µM* | 1% | 0.73µM*
COc1ccc(C2NC(=O)NC(C)=C2C(=O)OC2CCCC(C)C2)cc1 (stereo not given) | u | -21% | u
Cc1ccc(C)c(N2CCN(S(=O)(=O)c3ccc(-c4cc(C)no4)s3)CC2)c1 | u | -27% | u
CNC(=O)c1ccc2nc(-c3ccco3)c(-c3ccco3)nc2c1 | 20µM* | x | u
Cn1c(O)c(N=NC(=O)c2cc(-c3cccs3)nc3ccccc23)c2ccccc21 | u | -2% | u
Nc1ccccc1C(=O)NNC1=C(C(=O)C(F)(F)F)CCC1 | 4.1µM* | -5% | 4.1µM*
Cc1ccc(S(=O)(=O)Cc2ccc(C(=O)NCc3cccs3)o2)cc1 | -24% | -15% | -26%
CCc1ccc(CN(C)Cc2nc(COc3ccccc3)no2)nc1 | 4% | 2% | -9%
CCCNC(=O)C1(C)CCCN(C(=O)c2cccc(OC(C)=O)c2C)C1 (stereo not given) | -1% | x | 4%
CCCCN1C(=O)C(CC(=O)NCc2cccs2)CC(C(=O)N2CCCCCC2)=C1C (stereo not given) | -24% | x | -20%
Cc1ccc(S(=O)(=O)c2ccc(Cl)cc2)cc1S(=O)(=O)NC(C)C(=O)O (stereo not given) | -19% | 0% | 6%
COc1ccc(S(=O)(=O)N2N=C(c3ccc(NS(C)(=O)=O)cc3)CC2c2ccco2)cc1 (stereo not given) | u | -10% | -26%
COCCNc1nc(Nc2ccccc2Cl)c2sc(-c3ccccc3)cc2n1 | u | x | u
C=CCN1C(=O)[C@@H]2Cc3c([nH]c4ccccc34)C(c3ccc(O)cc3)N2C1=S (stereo not given in full) | u | 16% | 16µM*
COc1cc(OC)c(NC(=O)c2cnn(-c3ccccc3)c2-n2cccc2)cc1Cl | -3% | 1% | -22%
CCOc1ncccc1C(=O)NC(C)CCc1ccccc1 (stereo not given) | -26% | -2% | u
CCCN1C(=O)c2ccccc2NC1c1ccc(OC)c(COc2ccc([N+](=O)[O-])cc2)c1 (stereo not given) | 10µM* | x | 10µM*
COc1ccc(CC(=O)NC2CC(=O)N(c3cccc(F)c3)C2)cc1 (stereo not given) | 7% | -14% | -16%
O=C(CCC1CCCC1)Nc1ccc([N+](=O)[O-])cn1 | -1% | -1% | -3%
COc1cc([C@@H]2C[C@H]3CN(c4ccccc4)C(=O)[C@]34CCCN24)cc(OC)c1OC | u | -17% | u
O=C1CC(N2CCC(c3nc4ccccc4o3)CC2)C(=O)N1Cc1cccs1 (stereo not given) | -10% | 3% | -21%
COc1ccccc1NC(=O)Cn1cnc2sc(C(=O)NCc3ccco3)c(C)c2c1=O | u | 1% | u
CCc1nnc(NC(=O)c2ccc(S(=O)(=O)N3CCCC(C)C3)cc2)s1 (stereo not given) | 7% | -3% | -16%
Cc1ccc(C2CC(=O)Nc3c2ccc2ccccc32)cc1[N+](=O)[O-] (stereo not given) | -24% | -9% | u
COc1cccc(Oc2ccc(N/C=C/C(=O)C(C)(C)C)cc2)c1 | 0% | -9% | u

Random excerpt: two records from the list.
smiles | DT40 TDP1 CPT | GCN5L2 inh | DT40 TDP1 no CPT
CCCN1C(=O)c2ccccc2NC1c1ccc(OC)c(COc2ccc([N+](=O)[O-])cc2)c1 (stereo not given) | 10µM* | x | 10µM*
O=C(CSc1nnnn1-c1ccccc1)Nc1ncc(Cc2ccccc2Cl)s1 | 8% | 2% | 5%

(next part)
smiles | DT40 TDP1 CPT | GCN5L2 inh | DT40 TDP1 no CPT
O=C(O)CCCNC(=O)/C=C/c1ccco1 | 2% | -13% | -17%
Cc1ccccc1N1CCN(C2CCCN(C(=O)CSc3ccccn3)C2)CC1 (stereo not given) | u | x | u
COC(=O)Cc1c(C)c2cc3c(c(C)c2oc1=O)OCN(CCc1ccc(OC)cc1)C3 | u | 32µM* | u
Cc1ccc(C(C)C)c(OCC(O)CNC2CCCC2)c1 (stereo not given) | 23µM* | -9% | 16µM*
COC(=O)c1cc(S(=O)(=O)N2CCCC(C)C2)cn1C (stereo not given) | -29% | -4% | -22%
CC/C(=N\NC(=O)c1ccc(CN(C)S(=O)(=O)c2ccc(C)cc2)cc1)c1ccc(OC(F)F)cc1 | u | -3% | 21µM*
Cc1ccc(NC(=O)CSc2nc(=O)n(CCCN(C)C)c3c2CCC3)cc1F | -10% | -5% | -17%
Nc1n[nH]c(-c2ccccc2)n1 | 11% | -7% | 5%
CCOc1ccccc1N1CSC2=C(C#N)C(c3c(OC)ccc4ccccc34)CC(=O)N2C1 (stereo not given) | u | 28µM* | 21µM*
Cc1ccnc2nc(C(=O)OCC(=O)Nc3ccc4c(c3)OCCO4)nn12 | -12% | -1% | -6%
CCCNS(=O)(=O)c1ccc(OCC(=O)N2CCC(C(=O)OCC)CC2)cc1 | 3% | -7% | -11%
CCOc1ccc(S(=O)(=O)N2CCOCC2)cc1NC(=O)CSC(=S)N1CCCC1 | u | -4% | u
COc1cc2c(cc1OC)C(c1ccccc1F)OC(=O)C2 (stereo not given) | -9% | -5% | -3%
COc1ccc(NC(=O)N2CCN(c3cccc(C(F)(F)F)c3)CC2)cc1 | 2.1µM* | 0% | 7.3µM*
CCN(CC)C(=O)C1=C(C)N(Cc2ccc(F)cc2)C(=O)C(CC(=O)NC(c2ccccc2)c2ccccc2)C1 (stereo not given) | u | x | 21µM*
O=C(Nc1c(C(=O)C2CC2)oc2ccccc12)c1ccc(Cl)cc1 | -4% | 39%[activator] | -24%
O/N=C/c1ccnc(SCc2ccc(Cl)cc2)n1 | -19% | -11% | u
CCCCOc1ccc(C2CC(=O)N(C)C2=O)cc1 (stereo not given) | 5% | 4% | -23%
CCN(CC)C(=O)CSc1nc2c(sc(=S)n2-c2ccccc2)c(=O)n1-c1ccc(OC)c(OC)c1 | -2% | -23% | -3%
COc1ccc(/C=C/C(=O)OCC(=O)c2cc(C)ccc2C)cc1 | -22% | x | -17%
CCOc1ccccc1Nc1nc2ccccc2n2cnnc12 | 7% | -2% | u
Cn1c(=O)[nH]c(=O)c2c1nc(Sc1nc3ccccc3s1)n2Cc1ccccc1 | 8.2µM* | 1% | 6.5µM*
CC1(C(=O)NS(=O)(=O)C2CC2)CCCN(C(=O)COc2ccccc2)C1 (stereo not given) | u | x | u
O=c1cc(COc2ncnc3ccccc23)nc2sccn12 | -3% | -1% | 0%
Cc1ccc(S(=O)(=O)N2CC(O)C[C@H]2C(=O)OCC(=O)Nc2ccc(N3CCOCC3)cc2)cc1C (stereo not given in full) | -1% | 1% | 14%
COc1cc(C(=O)Nc2nnc(S(=O)(=O)N(C)c3ccccc3)s2)cc(OC)c1OC | u | -2% | u
CCOC(=O)C1(CCCc2ccccc2)CCN(C(=O)c2cc(C)nn2CC)CC1 | 18µM* | 0% | 9.2µM*
CC(C)n1cc(CN2CCC(C(=O)Nc3ccc(Oc4ccccc4F)cc3)CC2)cn1 | u | -3% | u
Cc1cc(C)c(S(=O)(=O)N2CCCC2=O)cc1N(C)S(C)(=O)=O | -8% | -2% | -8%
O=C(c1ncc[nH]1)c1ccccc1Cl | -11% | -1% | 20%
CC(C)c1cc(C(=O)N2CCOc3ccc(CN4CCC(Oc5cccnc5)CC4)cc3C2)n[nH]1 | -20%[9.04 µM] | x | u
COc1ccc(/C=C/C(=O)Nc2c(C)nn(C)c2C)cc1COc1ccc(Br)cc1 | u | -4% | u
O=C(Cn1cccn1)N1CCCC(N2CCN(Cc3ccc4c(c3)OCO4)CC2)C1 (stereo not given) | -18% | -8% | 3%
CCOC(=O)CSc1nnc(CNC(=O)c2cccs2)n1-c1ccccc1 | 8% | u | 4%
O=c1[nH]c2cc(S(=O)(=O)CCO)ccc2o1 | -1% | -4% | 17%
Cc1cc(C)c2oc(=O)cc(CN3CCN(Cc4ccc5c(c4)OCO5)CC3)c2c1 | -21% | 2% | u
O=C(Nc1nccs1)C1CC2CCC1C2 (stereo not given) | 13% | -14% | 0%
Cc1ccc2c(CN3CCN(Cc4ccc5c(c4)OCO5)CC3)cc(=O)oc2c1C | u | -15% | u
COc1cc(OC)c(NC(=O)CN2CCCN(Cc3ccccc3C)S2(=O)=O)cc1Cl | u | 1% | 1%
O=C(CN1CCOCC1)Nc1cc([N+](=O)[O-])ccc1Cl | 9% | -9% | 17%
O=C(Nc1cccc2c1CCCC2)c1ccc(Cl)c([N+](=O)[O-])c1 | u | -18% | 16µM*
O=S(=O)(NC(=NCc1ccccc1)c1ccc(F)cc1)c1ccc(Cl)cc1 | -6% | 4% | -13%
CC(C)CN(C(=O)COC(=O)c1ccc2c(c1)OCO2)c1c(N)n(Cc2ccccc2)c(=O)[nH]c1=O | -17% | -15% | -19%
Cc1ccc(-c2nnn(CC(=O)N(CC(=O)NC3CCCCC3)c3ccccc3F)n2)o1 | -1% | -7% | -12%
CCCCNC(=O)c1sc2ncccc2c1-n1cccc1 | 12µM* | 2% | -28%
COCCC(=O)N1CCc2ccc(NC(=O)c3ccc(C(F)(F)F)cc3)cc2C1 | u | -5% | u
COc1cc(NC(=O)C(NC(=O)C2CCC(C)CC2)C(C)C)cc(OC)c1OC (stereo not given) | u | -9% | u
CC(C)C(C(=O)N1CCOCC1)N1C(=O)c2ccccc2C1=O (stereo not given) | -4% | -13% | -3%
O=C1Nc2ccccc2CN2C(=O)c3cc(Cl)ccc3NC(=O)C12 (stereo not given) | -19% | x | 6%
CCOc1ccc2ncc(C(=O)c3ccc(OC)cc3)c(N3CCN(CC)CC3)c2c1 | u | -1% | u
Cc1cccc(NC(=S)N=Nc2c(O)[nH]c3ccccc23)c1 | 3.3µM* | -6% | 4.6µM*
Fc1cc(F)c2ncc3c(-c4ccccc4)nn(-c4cccc(Cl)c4)c3c2c1 | -9% | -4% | -2%
OC1CCN(Cc2cccc(Oc3ccccc3)c2)CC1 | 23µM* | -2% | u
CN1/C(=C\C(=O)Nc2cccnc2)c2ccccc2CC1(C)C | 18µM* | -2% | 10µM*
O=C(CNC(=O)c1cc(=O)[nH]c2ccc(S(=O)(=O)N3CCOCC3)cc12)Nc1ccc(F)c(F)c1 | 3% | x | 4%
CCc1nnc(NC(=O)c2cccnc2SC)s1 | 9% | 0% | 17%
CC(C)CN1C(=O)/C(=C/c2cccs2)NC1=S | u | -2% | -29%

Entries of single compounds as entered above. Order of screens: DT40 TDP1 CPT | GCN5L2 inh | DT40 TDP1 no CPT
OC1CCN(Cc2cccc(Oc3ccccc3)c2)CC1 as listed: 23µM* | -2% | u
CCOc1ccc2ncc(C(=O)c3ccc(OC)cc3)c(N3CCN(CC)CC3)c2c1 as listed: u | -1% | u
Cc1cccc(NC(=S)N=Nc2c(O)[nH]c3ccccc23)c1 as listed: 3.3µM* | -6% | 4.6µM*
CCc1nnc(NC(=O)c2cccnc2SC)s1 as listed: 9% | 0% | 17%
CC(C)CN1C(=O)/C(=C/c2cccs2)NC1=S as listed: u | -2% | -29%

From PubChem
